# Screens (PubChem)
# sdo1 growth = growth rescue of sdo1-depleted yeast, primary screen, S. cerevisiae, bone marrow failure model. z-score at 10 µM. 0.21% of 140,000 active. AID 817, 2007. S. cerevisiae sdo1-depleted JHY4D growth rescue, OD600 30 h; active compounds read high; pdr5 snq2 efflux-pump mutant strain;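 active = z-score above 3 at both the 24 hr and the 30 hr optical density reads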;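 note: z-score against mean and SD of all compound wells on the same plate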
# Insulin prom inh = inhibitors of insulin promoter-driven GFP, primary screen, imaging, TRM-6 cells (human fetal islet line), eGFP reporter, cell count; reporter expression induced with tamoxifen; inhibition, % at 2 µM; 0.9% of 130,000 active; AID 1273, 2008;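 active = inhibition above the mean plus 3 SD, with well images judged a real hit on visual review, cut at about 60% in these data, passing the limit was not always enough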
# sdo1 growth Rescue 24 h = recorded beside sdo1 growth, whose call it bears; z-score; S. cerevisiae sdo1-depleted JHY4D growth rescue, OD600; measured here: growth rescue at 24 h;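 0 is the plate mean of compound wells and units are plate SD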
# * hit, by the source's call; i = inactive; . = no result given; & = joins results of further samples. Only part of the results is shown; count on the stated rates, not on these rows.
sdo1 growth Rescue 24 h	Insulin prom inh	sdo1 growth	molecule
-0.77	10	-1.4	COc1ccc(/C=C/C(O)=C2/C(=O)N(C)C3(C)CC2c2ccccc2O3)cc1 (stereo not drawn)
-0.83	-11	-1.6	CCc1ccc(NC(=O)C(NS(=O)(=O)c2cccc3nsnc23)c2ccccc2)cc1 (stereo not drawn)
-1.5	-24	-1.1	Oc1ccccc1CNc1cnc2ccccc2c1
.	22	.	O=C1CCC/C(=N\NC(=O)c2ccc(COc3ccccc3-c3ccccc3)cc2)C1
-0.75	43	-1.2	COc1ccccc1-c1nc(C#N)c(N2CCN(c3cccc(Cl)c3)CC2)o1
-0.72	.	-0.68	COc1ccc(N2CCN(C(=O)CSc3nnc4c5cc(C)ccc5n(C)c4n3)CC2)cc1
-1.3	0	-0.14	O=C(O)c1cc2cc(F)ccc2[nH]1
.	25	.	COc1ccc(C(=O)CSc2nnc3ccc(-c4ccccn4)nn23)cc1
2.3	9	1.9	O=C(OCC(=O)c1c[nH]c2ccccc12)c1ccc(Br)o1
-0.3	.	0.14	COc1ccc(C2CC(c3ccc(Cl)cc3)n3nc(N)nc3N2)cc1 (stereo not drawn)
.	50	.	COc1ccc(N(C(=O)CNC(=O)c2cccs2)C(C(=O)NCC2CCCO2)c2ccccc2)cc1OC (stereo not drawn)
0	-12	1.4	COc1cc(OC)c2c(C)cc(=O)oc2c1
0.59	.	0.33	CC1CN(C(=O)CN2C(=O)NC3(CCCCCCC3)C2=O)CC(C)O1 (stereo not drawn)
-0.12	33	-0.01	C=C(C)CN1C(=O)C(O)(CC(=O)c2ccc3c(c2)OCCO3)c2ccccc21 (stereo not drawn)
0.78	.	0.65	Cc1ccc(Cn2nc(C)c(NC(=O)c3cc(C)no3)c2C)cc1
0.14	23	0.29	COc1cccc(OCC(O)CN2CCN(c3ncccn3)CC2)c1 (stereo not drawn)
0.84	-11	1.6	Cc1ccc(S(=O)(=O)O/N=C2\CCCc3ccccc32)cc1
-0.18	-290	-1.4	CCn1c(SC)nnc1-c1sc2cc(Cl)ccc2c1Cl
-0.88	24	-0.55	C[N+]12CCC(CC1)C(OC(=O)C(O)(c1ccccc1)c1ccccc1)C2 (stereo not drawn)
1.2	-14	0.31	N#Cc1ccc(-c2csc(NNC(=O)c3ccccc3)n2)cc1
-0.64	36	-0.11	CC(=O)c1ccc(OCC(O)CN2CCN(CCN3C(=O)c4cccc5cccc(c45)C3=O)CC2)cc1 (stereo not drawn)
-0.27	-2	-0.51	CCCCSc1nc(NCc2ccco2)c2c3c(sc2n1)COC(C)(C)C3
0.14	.	-1.3	CCN1CCN(c2cc(SC(C)C)nc(-c3ccc(OC)cc3)n2)CC1
.	35	.	NC(=O)CSc1nnc(COc2ccccc2)n1Cc1ccco1
0.39	-25	0.56	Cc1cc(NS(=O)(=O)c2ccc(Cl)cc2)nn1CC(=O)NCc1ccco1
.	-365	.	CCc1c(C)nn(C(=O)/C(C#N)=C\N(C)C)c1C
0.73	.	1.3	CN1CCCN(C(=O)/C=C/c2ccc(F)cc2)CC1
-0.66	27	-0.34	COc1cc(C2Nc3cc(Cl)c(S(N)(=O)=O)cc3S(=O)(=O)N2)cc(OC)c1OC (stereo not drawn)
-1.2	-24	-0.23	CCn1c(NCc2ccc(N(C)C)cc2)nc2ccccc21
-1.5	.	-2.2	Cc1ccccc1/C(N)=N/OC(=O)N1c2ccccc2Sc2ccccc21
2.4	-200	3	CCOc1c(Cl)cc(C(=O)NCCN2CCCCC2)cc1Cl
-0.12	43	0.3	N#CC1=C(N)N(c2ccc(F)cc2)C(=O)C1
.	-43	.	CCN=C(NS(=O)(=O)c1ccc(Br)cc1)c1ccc(Cl)cc1
0.3	27	0	COc1ccc(CC(=O)NC2CCN(CC(=O)N3CCCc4ccccc43)CC2)cc1OC
-0.66	-7	-0.53	COC(=O)c1nn(-c2ccccc2)c(=O)cc1Oc1ccc(Cl)cc1
-0.25	-18	-0.75	Cc1ccc(-c2noc(C3CCCN(C(=O)c4ccc(F)cc4F)C3)n2)cc1 (stereo not drawn)
-0.57	.	-0.09	Cc1c(S(=O)(=O)Nc2cc(Cl)ccc2Cl)c(=O)n(C)c(=O)n1C
-1	.	-0.45	CCCCNC(=O)CC(NS(=O)(=O)c1ccc(C)cc1)c1ccco1 (stereo not drawn)
.	36	.	Cc1ccnc(NS(=O)(=O)c2ccc(NC(=O)C3COc4ccccc4O3)cc2)n1 (stereo not drawn)
0.63	-18	0.31	COc1ccc(N/N=C(/C#N)S(=O)(=O)c2nsc(C)c2C#N)cc1
-0.19	30	0.22	O=C(Oc1ccnc2cc(Cl)ccc12)N1CCOCC1
3.1	4	1.2	CCOc1[nH]n(-c2ccc(Cl)cc2)c(=O)c1C=Nc1ccc(OC)cc1
1.2	.	0.93	Cc1cc(C)n(C(=O)c2ccccc2[N+](=O)[O-])n1
-0.86	-56	-0.01	CCC(=O)Nc1nonc1-c1nc2ccccc2n1N(C(=O)CC)C(=O)CC
-0.29	i	0.36	CCC(C)(C)NC(=O)C(c1ccc(OC)cc1)N(Cc1cccs1)C(=O)CCC(=O)Nc1cc(C)on1 (stereo not drawn)
1.3	43	1.1	O=C(c1ccc(F)cc1)N1CCN(Cc2ccccc2Br)CC1
2.7	-31	1.8	O=C(NCCN1CCCC1)C1(S(=O)(=O)c2ccc(Cl)cc2)CC1
-0.16	21	-0.51	CCOC(=O)N1CC=C2C(C#N)=C(N)C(C#N)(C#N)[C@H](c3cccs3)C2C1 (stereo partly drawn)
-0.43	.	-0.51	CCn1c(SCC(=O)Nc2ccc(C)cc2)nc2nc3c(cc2c1=O)CCCC3
0.32	-14	0.38	COc1ccc(C(=O)COC(=O)CSCc2c(C)noc2C)cc1OC
.	-45	.	COc1ccc(N2CCN(C(=O)Cc3ccc(S(=O)(=O)N4CCOCC4)s3)CC2)cc1
-2.3	.	-1.8	CCCCN=C(NNc1ccc(Br)cc1)C(=O)OCC
-1.8	-47	-2.1	C=CCN(CC=C)c1nc2ccccc2nc1C(C#N)C(=O)OC(C)C (stereo not drawn)
-0.17	36	-0.32	Fc1ccc(CSc2nnc(-c3cccs3)o2)cc1
1.5	11	1.3	CCS(=O)(=O)N1CCC(C(=O)NCCc2ccc(C)cc2)CC1
-1.1	14	-1.2	CCOC(=O)c1sc2nc(CC(=O)OC)nc(NCc3ccco3)c2c1C
-0.05	3	0.18	O=C1CCCC(c2ccccc2)N1 (stereo not drawn)
-1.2	14	-1.6	CCc1c(O)cc2n(c1=O)-c1ccc(Cl)cc1C2(C)C
-0.17	.	-0.2	O=C(NCc1ccncc1)c1cccc(Cn2cc(Br)cn2)c1
0.45	27	0.77	CCOc1ccc(/C=N/OCC(=O)Nc2cc(C)on2)cc1

# Other structures follow.
sdo1 growth Rescue 24 h	Insulin prom inh	sdo1 growth	molecule
0.13	.	1.2	CCCn1c(CNC(=O)c2cccs2)nc2ccccc21
-1	.	-1.4	O=C(N/N=C/c1cccc(F)c1)c1c(O)c2ccccc2[nH]c1=O
-0.22	.	-0.67	O=C1c2ccccc2C(=O)N1c1ccc(S(=O)(=O)N2CCN(c3ccccc3)CC2)cc1
-0.33	.	-0.51	COc1ccc(CCN(Cc2cccs2)S(=O)(=O)c2ccc(S(=O)(=O)N3CCCCCC3)cc2)cc1OC
-1.2	.	-0.99	O=C(CSc1c(Cl)cccc1Cl)NC1CCCc2ccccc21 (stereo not drawn)
-0.6	.	0.42	COC(=O)Nc1nc(Sc2ncc(C(F)(F)F)cc2Cl)n[nH]1
1	19	0.97	Cc1cc(C)nc(N(C#N)CC(=O)c2ccccc2)n1
0.15	0	0.8	CC(=O)N1CCN(C(=S)NCCc2ccccc2)CC1
-1.4	40	-0.81	O=C(COC(=O)CCS(=O)(=O)c1ccc(Cl)cc1)NCCc1ccc(Cl)cc1Cl
0.11	-3	-0.43	O=C(Cc1cccs1)Nc1nnc(Cc2ccc(F)cc2)s1
0.42&-0.87	.	-0.01&-0.94	O=C(Nc1ccc2c(c1)OCO2)C1CCCCN1S(=O)(=O)c1ccc(F)cc1 (stereo not drawn)
.	-33	.	CO/N=C(\C(=O)O)c1csc(NN=C(C)C)n1
-1.1	31	-1.3	COC(=O)c1nn(-c2ccc(-c3ccccc3)cc2)cc1O
3.7	12	2.1	O=[N+]([O-])c1ccc(Cl)c(-c2ccc(/C=N/c3c(-c4ccco4)nc4ccccn34)o2)c1
-0.56	-36	-0.32	CC(Oc1ccc(-c2ccccc2)c(F)c1)c1ccn(S(=O)(=O)c2cccc3ccccc23)n1 (stereo not drawn)
-0.78	3	0.84	O=C(NCC1CCCO1)c1ccccc1 (stereo not drawn)
-1.1	53	-0.87	Cc1cc(C)nc(SCc2nnc(SCC(=O)Nc3ncc(C)s3)n2Cc2ccco2)n1
-0.67	-4	-0.21	Cc1occc1-c1nnc(SCCCC(=O)c2ccc(F)cc2)n1C
-0.6	.	-0.25	COc1ccc(C(=O)OC(C)CN2CCOCC2)cc1OC (stereo not drawn)
.	9	.	COC(=O)C1=C(C)N(c2ccccc2)C(=S)NC1c1ccccc1C(F)(F)F (stereo not drawn)
-0.32	61	-1.2	O=C(NN1C(=O)c2ccc3c4c(ccc(c24)C1=O)CC3)c1ccc(Br)cc1
0.13	.	0.34	COc1ccc(C2C(C(=O)c3ccco3)=C(O)C(=O)N2CCc2ccccc2)cc1OC (stereo not drawn)
0.03	35	-0.34	Cc1cc(OCC(=O)NCc2ccccn2)cc(C)c1Br
1.1	23	0.93	O=C(NCCCN1CCCCC1)c1ccc2c(c1)NC(=O)C(N1CCOCC1)S2 (stereo not drawn)
-1.1	52	-1.7	O=c1c2cc(Cl)ccc2[nH]c(=S)n1Cc1ccco1
0.83	25	0.8	O=C(NCc1ccco1)c1cccc(S(=O)(=O)N2CCCCC2)c1
.	-27	.	COc1cccc(NC(=O)CN(C)CC(=O)Nc2ccc(Cl)cc2[N+](=O)[O-])c1
-0.88	24	-2	N/C(Cc1ccc([N+](=O)[O-])cc1)=N\OC(=O)c1ccc(Br)cc1
.	-44	.	COc1cnn(-c2ccc(F)cc2)c(=O)c1Br
-1.1	-220	-1.8	CCc1ccc(NC(=O)C2(c3ccccc3)CC2(Cl)Cl)cc1 (stereo not drawn)

# Another view of some results above.
structure	sdo1 growth Rescue 24 h	Insulin prom inh	sdo1 growth
CC(=O)c1ccc(OCC(O)CN2CCN(CCN3C(=O)c4cccc5cccc(c45)C3=O)CC2)cc1 (stereo not drawn)	-0.64	36	-0.11
CCCCSc1nc(NCc2ccco2)c2c3c(sc2n1)COC(C)(C)C3	-0.27	-2	-0.51
CCN1CCN(c2cc(SC(C)C)nc(-c3ccc(OC)cc3)n2)CC1	0.14	.	-1.3

# Just sdo1 growth Rescue 24 h and sdo1 growth (five entries from above):
Compound,sdo1 growth Rescue 24 h,sdo1 growth
CCOc1[nH]n(-c2ccc(Cl)cc2)c(=O)c1C=Nc1ccc(OC)cc1,3.1,1.2
Cc1cc(C)n(C(=O)c2ccccc2[N+](=O)[O-])n1,1.2,0.93
CCC(=O)Nc1nonc1-c1nc2ccccc2n1N(C(=O)CC)C(=O)CC,-0.86,-0.01
CCC(C)(C)NC(=O)C(c1ccc(OC)cc1)N(Cc1cccs1)C(=O)CCC(=O)Nc1cc(C)on1 (stereo not drawn),-0.29,0.36
O=C(c1ccc(F)cc1)N1CCN(Cc2ccccc2Br)CC1,1.3,1.1

# (list continues)
sdo1 growth Rescue 24 h	Insulin prom inh	sdo1 growth	molecule
-0.45	-13	-0.29	COCCCNC(=O)c1ccc(Cn2c(=O)c3ccccc3n(Cc3ccccc3C#N)c2=O)cc1
-0.12	.	0.7	CC(C)c1ccc(C2C3=C(CC(C)(C)CC3=O)NC3=C2C(=O)c2ccccc23)cc1 (stereo not drawn)
1.1	39	-0.04	Cn1nc(C(F)(F)F)c(/C=N/OC(=O)c2ccccc2)c1Cl
.	21	.	COc1ccc(Nc2cc(C(=O)NCc3cccnc3)c3ccccc3n2)c(OC)c1
-0.1	.	0.31	Cn1c(=O)n(C)c2cc([N+](=O)[O-])c(N3CCN(C(=O)c4ccccc4Cl)CC3)cc21
1.6	21	1.3	O=C(COC(=O)c1ccc(Cl)c(S(=O)(=O)N2CCc3ccccc3C2)c1)Nc1ncc(Cl)cc1Cl
1.4	0	0.8	CC(C)CC(NC(=O)C1CCC(C)CC1)C(=O)NCc1cccnc1 (stereo not drawn)
-0.36	.	-0.24	O=C(c1csc2ccccc12)N1CCN(c2ccccn2)CC1
1.6	9	1.5	O=C(NCN1C(=O)C2C3C=CC(C3)C2C1=O)Nc1nccs1 (stereo not drawn)
0.47	.	0.82	Cc1nn(Cc2ccccc2)c(N)c1-c1ccccc1
-0.35	.	0.46	COc1ccc(CSc2nnc(N)s2)cc1F
.	-90	.	Cc1c(Br)c([N+](=O)[O-])nn1CC(=O)N1CCN(Cc2ccccc2)CC1
-0.12	.	-0.03	CCOC(=O)c1c(NC(=O)/C=C/c2ccc3c(c2)OCO3)sc(C)c1CC
0.7	.	0.7	Cc1ccc(C)c(N(CC(=O)NC2CCCC2)C(=O)CCCC(=O)Nc2ccccn2)c1
0.2	.	-1.4	O=C(Cc1sc(-c2ccccc2)nc1-c1ccccc1)Nc1ccccc1
-0.72	60	-1.2	CCOC(=O)C1=NN(c2ccccc2)C2(S1)SC(C(C)=O)=C(C)N2c1ccccc1 (stereo not drawn)

# 4 compounds drawn at random from those above, as already listed:
sdo1 growth Rescue 24 h	Insulin prom inh	sdo1 growth	molecule
1.4	0	0.8	CC(C)CC(NC(=O)C1CCC(C)CC1)C(=O)NCc1cccnc1 (stereo not drawn)
0.47	.	0.82	Cc1nn(Cc2ccccc2)c(N)c1-c1ccccc1
.	21	.	COc1ccc(Nc2cc(C(=O)NCc3cccnc3)c3ccccc3n2)c(OC)c1
1.6	9	1.5	O=C(NCN1C(=O)C2C3C=CC(C3)C2C1=O)Nc1nccs1 (stereo not drawn)
